High-throughput results: PubChem, NMMLSC
Bim-Bfl-1 = inhibitors of Bim-Bfl-1 interaction, human | Q16548 | Bead-based flow cytometry, Bim-Bfl-1 binding inhibition | inhibition, % at 10 µM | 190,000 tested, 0.12% active;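 note: 0% = wells without compound plus tracer and 100% = blocker peptide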
RGS4-Gao reg = modulates binding of RGS4 to human Galphao | P09471 | AID 1415 | binding response (% of control), % at 10 µM | Multiplexed bead flow cytometry; actives lie on both sides | 220,000 tested, 0.33% active; in the data active = binding response below about 49% or above about 150%; inactive = in between;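 note: fluorescent Galphao activated with aluminum fluoride binding bead-coupled RGS4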
RGS8-Gao = modulates binding of RGS8 to human Galphao; P09471; response (percent of control binding), % at 10 µM; 220,000 tested, 0.34% active; multiplexed bead flow cytometry; actives lie on both sides; in the data active = response below about 60% or above about 140%; inactive = in between;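 note: Galphao activated as the GDP aluminium fluoride complex binding bead-coupled RGS8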
Bcl-B Bim block = disrupts Bim peptide binding to human Bcl-B | Q9HD36 | bead-based flow cytometry | inhibition, % at 10 µM | 190,000 tested, 0.073% active;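 note: 0% = tracer peptide without compound and 100% = reference inhibitor peptide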
Bim-Bcl-W = inhibitors of Bim-Bcl-W interaction, human; inhibition, % at 10 µM; bead-based flow cytometry, Bim peptide-Bcl-W binding; 190,000 tested, 0.02% active;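 note: 0% = bound tracer without compound and 100% = peptide blocker; higher means less fluorescent Bim peptide bound to Bcl-W beads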
ABCB1 block = blocks JC-1 efflux by human ABCB1 transporter; P08183; CCRF-Adr cells, flow cytometry; inhibition, % at 6.6 µM; 190,000 tested, 0.067% active; in the data active = inhibition above about 40%;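 note: 0% = vehicle and 100% = reference inhibitor; higher value means more JC-1 retained so stronger ABCB1 efflux block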
Target sequence (P08183 whole entry, looked up): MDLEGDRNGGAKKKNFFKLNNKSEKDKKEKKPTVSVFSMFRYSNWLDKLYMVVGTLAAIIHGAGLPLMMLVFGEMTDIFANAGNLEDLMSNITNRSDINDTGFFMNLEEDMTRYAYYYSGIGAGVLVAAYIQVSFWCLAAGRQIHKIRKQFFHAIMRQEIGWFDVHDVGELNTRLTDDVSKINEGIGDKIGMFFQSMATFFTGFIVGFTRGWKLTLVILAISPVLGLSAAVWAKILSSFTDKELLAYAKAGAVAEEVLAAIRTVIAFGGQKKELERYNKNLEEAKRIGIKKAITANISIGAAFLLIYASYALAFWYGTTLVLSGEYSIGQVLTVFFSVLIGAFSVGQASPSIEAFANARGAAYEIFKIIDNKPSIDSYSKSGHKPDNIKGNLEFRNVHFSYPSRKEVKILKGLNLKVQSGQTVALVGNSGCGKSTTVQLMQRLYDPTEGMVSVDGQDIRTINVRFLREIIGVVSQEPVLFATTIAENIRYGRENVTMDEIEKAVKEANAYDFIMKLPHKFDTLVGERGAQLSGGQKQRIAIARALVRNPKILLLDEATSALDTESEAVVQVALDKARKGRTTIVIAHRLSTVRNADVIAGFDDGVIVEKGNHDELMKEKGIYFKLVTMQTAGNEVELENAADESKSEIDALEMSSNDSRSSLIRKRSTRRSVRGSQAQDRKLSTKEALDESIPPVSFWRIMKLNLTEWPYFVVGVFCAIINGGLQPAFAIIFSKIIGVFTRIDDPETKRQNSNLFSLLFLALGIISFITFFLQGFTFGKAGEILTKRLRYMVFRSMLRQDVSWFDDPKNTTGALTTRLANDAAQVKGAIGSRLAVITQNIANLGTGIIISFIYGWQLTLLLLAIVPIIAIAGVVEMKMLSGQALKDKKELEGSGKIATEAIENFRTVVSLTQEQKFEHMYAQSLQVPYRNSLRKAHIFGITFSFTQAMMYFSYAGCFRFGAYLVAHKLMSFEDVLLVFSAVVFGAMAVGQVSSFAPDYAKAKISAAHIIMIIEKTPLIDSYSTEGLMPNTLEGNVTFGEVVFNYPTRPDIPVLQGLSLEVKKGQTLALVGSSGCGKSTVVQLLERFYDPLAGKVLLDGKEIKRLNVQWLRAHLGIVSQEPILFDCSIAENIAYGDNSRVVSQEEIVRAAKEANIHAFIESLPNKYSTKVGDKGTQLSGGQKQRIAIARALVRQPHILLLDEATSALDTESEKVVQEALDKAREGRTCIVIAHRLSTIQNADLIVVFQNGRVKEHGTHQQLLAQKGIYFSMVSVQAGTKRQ
RGS7-Gao reg = modulates binding of RGS7 to human Galphao | P09471 | Multiplexed bead flow cytometry; actives lie on both sides | binding response (% of control), % at 10 µM | 220,000 tested, 0.35% active | AID 1439; in the data active = binding response below about 49% or above about 150%; inconclusive = no clear call, values can overlap the other calls; inactive = in between;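 note: fluorescent Galphao held in activated GDP-AlF4 state binding bead-coupled RGS7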
ABCG2 inh = blocks JC-1 efflux by human ABCG2 transporter; AID 1325; IgMXP3 cells, flow cytometry; 190,000 tested, 0.1% active; Q9UNQ0; inhibition, % at 6.6 µM;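 active = inhibition above 80%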;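 note: 0% = DMSO and 100% = nicardipine control wells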
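Times: 10 min at 25 °C | Test system: Two drug-resistant human cell lines, ABCG2 and ABCB1 | Quantity: 3 million cells/mL final, two lines in 1:1 ratio | Signal: Flow cytometry, 530 nm JC-1 signal | Dosing: Compound at 6.6 µM | Controls: Nicardipine and DMSO wells | Reagent: JC-1 as fluorescent efflux pump substrate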
Bim-Mcl-1 = inhibitors of Bim-Mcl-1 interaction, human; inhibition, % at 10 µM; Bead-based flow cytometry, Bim peptide-Mcl-1 binding; Q07820; 190,000 tested, 0.1% active;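 note: 0% = no compound tracer wells and 100% = peptide blocker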
Bim-Bcl-XL = human Bim-Bcl-XL interaction inhibition; Q07817; Bim peptide-Bcl-XL binding, bead flow cytometry, fluorescence; inhibition, % at 10 µM; 190,000 tested, 0.04% active
Bcl-2 Bim block = disrupts Bim peptide binding to human Bcl-2. P10415. Bead-based flow cytometry, Bim peptide-Bcl-2 binding. inhibition, % at 10 µM. 190,000 tested, 0.06% active. AID 950; in the data active = inhibition above about 40%; inconclusive = no clear call, values can overlap the other calls;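 note: 0% = no compound wells with probe peptide and 100% = reference peptide inhibitor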
Numbers without * were called inactive; ? = inconclusive; [ ] = remark or other dose. Cut-off read from the data, not from the text of the source, unless noted: active = inhibition above about 40%. Rows are unselected, and some 0.94% of all compounds hit somewhere here.

SMILES	Bim-Bfl-1	RGS4-Gao reg	RGS8-Gao	Bcl-B Bim block	Bim-Bcl-W	ABCB1 block	RGS7-Gao reg	ABCG2 inh	Bim-Mcl-1	Bim-Bcl-XL	Bcl-2 Bim block
CCOC(=O)c1cc2c(C(F)(F)F)cc(-c3ccccc3)nc2o1	-12.0	99.0	99.4	-1.0	1.0	0.2	97.5	2.9	2.0	2.0	-4.0
COc1cccc(-n2sc3c(c2=S)-c2cc(OC)ccc2NC3(C)C)c1	-13.0	96.2	97.4	-9.0	0.0	1.9	96.4	9.0	0.0	-4.0	-8.0
O=c1[nH]nc2c3ccccc3cnn12	-12.0	97.7	101.8	-5.0	2.0	0.7	98.5	3.8	0.0	1.0	-5.0
O=C1C2CCCN2C(=O)N1CCCCN1CCN(c2cccc(Cl)c2)CC1 (stereo not drawn)	-3.0	88.3	77.5	-5.0	-1.0	1.7	90.4	2.8	0.0	-7.0	-6.0
Cc1ccccc1C(C(=O)NC1CCCCC1)N(C(=O)c1ccccn1)c1cccnc1 (stereo not drawn)	-4.0	102.0	105.3	-6.0	0.0	0.7	105.7	1.2	-1.0	-4.0	0.0
O=C(CSc1ncccn1)N/N=C/c1cccc([N+](=O)[O-])c1	-14.0	102.9	102.9	-14.0	-5.0	1.0	91.5	30.9	-4.0	-14.0	-7.0
CC(C)(C)n1ncc2c(=O)n(CC(=O)NCc3ccccc3)cnc21	-4.0	100.8	106.7	-4.0	-3.0	0.0	102.0	0.1	-5.0	-6.0	-7.0
COc1ccc(-c2c(C)nn3c(N4CCC5(CC4)OCCO5)cc(C)nc23)cc1OC	-11.0	98.9	102.8	-9.0	0.0	0.8	104.0	5.0	0.0	-4.0	-6.0
N#CCCN1CCN(S(=O)(=O)c2ccc(C#N)cc2)CC1	-22.0	104.9	102.8	-14.0	-7.0	1.3	100.3	14.3	-10.0	-13.0	-14.0
Cc1cc(S(=O)(=O)N2CCN=C2c2ccccc2)ccc1F	-6.0	103.3	99.9	-4.0	0.0	0.1	101.1	0.2	3.0	0.0	5.0
CN(C1CCCC1)C1CCN(C(=S)Nc2cc(F)cc(F)c2)CC1	-3.0	91.1	104.4	-5.0	-2.0	0.2	95.2	0.3	-2.0	-1.0	0.0
COc1ccc(CN=CC2=C(O)CNC2=O)cc1	-12.0	101.3	100.9	-5.0	-1.0	0.6	98.9	1.8	1.0	-1.0	-9.0
COc1ccc(OC)c(S(=O)(=O)N2CCCc3ccccc32)c1	-4.0	93.2	100.3	0.0	0.0	-0.2	96.2	-1.1	-1.0	0.0	-4.0
CC(O)CNc1nc2ccccc2n1-c1ncnc2sc3c(c12)CCC3 (stereo not drawn)	-3.0	96.2	102.5	-4.0	-5.0	1.7	102.0	7.1	-2.0	-2.0	0.0
O=C1CCCN1CCCNc1ncnc2c1[nH]c1ccccc12	0.0	95.3	100.5	1.0	1.0	-0.1	96.8	8.7	4.0	2.0	4.0
NS(=O)(=O)c1ccc(N/C=C/C(=O)c2ccc(Br)cc2)cc1	7.0	92.7	95.2	-2.0	-1.0	-0.8	100.7	-1.8	-8.0	-4.0	2.0
Cc1ccc2sc(-c3ccc(NC(=O)CCN4C(=O)c5ccccc5C4=O)cc3)nc2c1	-9.0	92.7	96.5	-9.0	-6.0	-0.3	95.0	-1.9	-1.0	-4.0	-8.0
Cc1ccc(OCC(=O)Nc2ccc(S(=O)(=O)Nc3onc(C)c3C)cc2)cc1	-2.0	92.8	99.4	1.0	-2.0	-2.6	92.8	-1.9	0.0	0.0	0.0
CN1CCN(NC(=O)c2cn(-c3ccccc3)nc2-c2ccc(OC(F)F)cc2)CC1	-2.0	102.6	101.1	-2.0	0.0	0.3	?	1.6	2.0	0.0	2.0
COc1ccc(C(=O)Oc2cccc(/C=N/NC(N)=S)c2)cc1	-1.0	101.7	100.9	-11.0	-2.0	1.6	103.9	3.9	-7.0	-5.0	-2.0

A second format for some results above:
CN(C1CCCC1)C1CCN(C(=S)Nc2cc(F)cc(F)c2)CC1
- Bim-Bfl-1: -3.0
- RGS4-Gao reg: 91.1
- RGS8-Gao: 104.4
- Bcl-B Bim block: -5.0
- Bim-Bcl-W: -2.0
- ABCB1 block: 0.2
- RGS7-Gao reg: 95.2
- ABCG2 inh: 0.3
- Bim-Mcl-1: -2.0
- Bim-Bcl-XL: -1.0
- Bcl-2 Bim block: 0.0

COc1ccc(CN=CC2=C(O)CNC2=O)cc1
- Bim-Bfl-1: -12.0
- RGS4-Gao reg: 101.3
- RGS8-Gao: 100.9
- Bcl-B Bim block: -5.0
- Bim-Bcl-W: -1.0
- ABCB1 block: 0.6
- RGS7-Gao reg: 98.9
- ABCG2 inh: 1.8
- Bim-Mcl-1: 1.0
- Bim-Bcl-XL: -1.0
- Bcl-2 Bim block: -9.0

COc1ccc(OC)c(S(=O)(=O)N2CCCc3ccccc32)c1
- Bim-Bfl-1: -4.0
- RGS4-Gao reg: 93.2
- RGS8-Gao: 100.3
- Bcl-B Bim block: 0.0
- Bim-Bcl-W: 0.0
- ABCB1 block: -0.2
- RGS7-Gao reg: 96.2
- ABCG2 inh: -1.1
- Bim-Mcl-1: -1.0
- Bim-Bcl-XL: 0.0
- Bcl-2 Bim block: -4.0

(more compounds)
SMILES	Bim-Bfl-1	RGS4-Gao reg	RGS8-Gao	Bcl-B Bim block	Bim-Bcl-W	ABCB1 block	RGS7-Gao reg	ABCG2 inh	Bim-Mcl-1	Bim-Bcl-XL	Bcl-2 Bim block
CSc1nnc(C)c(/C=C/Nc2ccc(C)cc2)n1	1.0	98.5	96.8	8.0	9.0	0.4	97.1	1.8	6.0	13.0	1.0
C=CCn1c(-c2sc(-c3ccccc3)nc2C)n[nH]c1=S	1.0	101.6	100.1	-20.0	3.0	0.2	104.0	1.8	0.0	0.0	0.0
CNc1nc(OCC#N)nc(N2CCCCC2)n1	-3.0	103.7	101.1	0.0	-2.0	0.3	99.0	1.8	2.0	-2.0	-1.0
CC(C)C(Nc1ncnc2c1oc1ccccc12)C(=O)O (stereo not drawn)	-6.0	105.7	100.7	-2.0	-3.0	-0.2	103.9	-1.8	1.0	-1.0	-4.0
CNC(=O)c1cc(S(=O)(=O)N(C)C)ccc1Cl	-3.0	98.8	101.6	-2.0	0.0	0.4	96.4	1.0	-1.0	0.0	0.0
CCCc1ccc(C(=O)Cn2nc(C(=O)O)c3ccccc3c2=O)cc1	-6.0	98.7	100.3	-5.0	-5.0	0.1	99.6	3.0	-5.0	0.0	-8.0
c1cncc(CNc2ncnc3sccc23)c1	-3.0	103.1	93.3	0.0	-6.0	-0.1	89.5	-0.3	-2.0	-5.0	-4.0
CC(C)(C)NC(=O)/C(=C\c1ccc(Br)cc1)NC(=O)c1cccs1	-20.0	96.9	97.7	-12.0	-5.0	-0.8	95.2	4.6	-5.0	-10.0	-11.0
c1ccc(C2c3[nH]c4ccccc4c3CCN2Cc2cccn2-c2cccnc2)nc1 (stereo not drawn)	-13.0	101.8	99.0	-5.0	0.0	1.5	96.0	3.7	-2.0	-2.0	-8.0
CC(CN(C)Cc1ccccc1)OC(=O)c1ccc(F)cc1 (stereo not drawn)	-3.0	99.0	98.9	0.0	-5.0	0.2	99.0	3.2	-3.0	-1.0	-4.0
Clc1ccccc1Cn1nnc2c(NCCN3CCOCC3)ncnc21	-7.0	114.2	141.1*[activator]	0.0	-3.0	0.9	117.0	2.4	-6.0	-8.0	-2.0
Cc1ccc(S(=O)(=O)N2CCOCC2)cc1NC(=O)CSc1nnc2cc(C)c3ccccc3n12	-12.0	105.9	101.3	-8.0	1.0	2.1	111.8	1.8	2.0	0.0	-15.0
O=C(COC(=O)c1cccs1)c1ccccc1	-15.0	92.2	95.5	-6.0	0.0	0.1	89.5	1.0	2.0	-1.0	-5.0
O=C(CCNC(=O)c1ccccc1)Nc1cccnc1	-6.0	103.0	100.2	-4.0	1.0	2.9	95.8	8.1	2.0	0.0	0.0
CN(C)S(=O)(=O)c1ccc(N2CCCC2)c(C(=O)NCc2ccccc2)c1	-16.0	100.5	99.7	-6.0	1.0	1.8	98.9	10.0	-3.0	-5.0	-9.0
CC1CCN(c2ccc(C(=O)NCCc3ccccc3)cn2)CC1	-12.0	101.5	100.5	-8.0	-1.0	0.7	106.4	3.0	-1.0	-7.0	-8.0
Cc1ccc(C)c(NCc2ccccc2CO)c1	-5.0	99.4	88.2	-2.0	4.0	0.1	92.2	0.1	4.0	1.0	0.0
CCOc1cc(/C=C2/N=C(c3ccc(C(C)(C)C)cc3)OC2=O)cc(Cl)c1OS(C)(=O)=O	0.0	97.3	84.6	6.0	-1.0	-0.5	94.4	5.2	-1.0	1.0	-4.0
COc1cc(Cl)c(S(=O)(=O)N2CCCC2)cc1Cl	-9.0	98.4	103.1	-5.0	-3.0	0.2	96.4	2.3	-2.0	-2.0	3.0
CC(C)(C)c1nnc2sc(SCC(=O)c3ccccc3)nn2c1=O	-12.0	101.1	102.3	-9.0	-2.0	0.5	105.7	8.8	-2.0	-14.0	-9.0
C#CC(C)(CC)NC(=O)c1cc2nc(C3CC3)cc(C(F)(F)F)n2n1 (stereo not drawn)	0.0	96.0	89.3	-1.0	0.0	1.2	93.4	5.9	2.0	-4.0	-3.0
N=C1SCC(=O)N1c1ncc(Cc2cccc(Cl)c2)s1	-5.0	93.7	94.8	-7.0	-1.0	-0.2	87.8	-1.4	-2.0	-2.0	-1.0
Cc1ccc(Cl)cc1-c1ccc(C=Nc2ccc(N3CCOCC3)cc2)o1	14.0	89.7	87.2	-18.0	6.0	0.7	87.7	10.4	-6.0	-4.0	4.0
CCOC(=O)N1CCC(NC(=O)CSCc2nc(-c3sccc3C)oc2C)CC1	-6.0	102.7	99.2	-3.0	-2.0	1.2	102.5	1.3	2.0	-3.0	-3.0
O=C(NNC1=NCCCCC1)c1cccc([N+](=O)[O-])c1	-4.0	103.0	105.4	-1.0	-2.0	-0.1	106.7	-0.1	-1.0	-1.0	-5.0
CNC(=S)N(Cc1ccc(OC)cc1)C1CC(=O)N(c2ccc(Cl)cc2)C1=O (stereo not drawn)	-2.0	97.1	103.6	-4.0	1.0	0.0	97.9	0.1	-1.0	0.0	-5.0
COc1ccc(-n2nnnc2SCC(=O)NNC(=O)c2ccc([N+](=O)[O-])cc2)cc1	-4.0	98.5	101.0	-6.0	-5.0	1.0	106.6	22.3	-6.0	-5.0	-3.0
Cc1cc(NC(=O)CSc2nnc(-c3ccc(Cl)s3)o2)no1	-18.0	98.3	98.4	-7.0	0.0	0.2	97.0	26.6	-3.0	-7.0	-7.0
CC(C)CNC(=O)c1ccccc1NC(=O)c1ccccc1N(C)S(=O)(=O)c1ccccc1	-18.0	101.0	100.7	-16.0	-11.0	1.4	98.4	10.4	-8.0	-15.0	-8.0
CCN(CC)c1ccc2cc(C=O)c(=O)oc2c1	1.0	104.1	101.5	-1.0	0.0	11.7	103.7	20.9	6.0	1.0	0.0
c1ccc2c(Nc3nc4c(s3)CCCC4)cccc2c1	7.0	103.5	106.6	-4.0	2.0	-0.5	105.6	-1.0	-4.0	1.0	-5.0
CN1CCN(C(=O)CN(c2ccccc2)S(=O)(=O)N(C)C)CC1	-6.0	104.0	100.3	-1.0	2.0	0.9	111.6	6.6	2.0	0.0	0.0
Cc1ccc(S(=O)(=O)N2CCN(C(=O)COc3ccc(NC(=O)c4ccco4)cc3)CC2)cc1	-2.0	99.4	98.7	-3.0	0.0	0.4	101.4	1.6	-2.0	-4.0	-2.0
Cc1nc(NCc2cccnc2)c2c3c(sc2n1)CC(C)CC3 (stereo not drawn)	-5.0	98.9	101.3	-4.0	-1.0	2.3	100.2	12.0	-5.0	0.0	-3.0
